SUMO1 PPI mod: SUMO1-SIM interaction modulation. P63165. SUMO1 binding to a labelled peptide, TR-FRET, 1 h. inhibition, % at 20 µM. hit rate 0.33% among 360,000; in the data active = inhibition above about 37%
CendR NRP1 mod: alters CendR peptide binding to human NRP-1. AID 602438. O14786. hit rate 0.85% among 360,000. FAM-RPARPAR peptide binding to NRP-1, fluorescence polarization. inhibition, % at 25 µM;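 active = inhibition or corrected inhibition above about 18%, plus a signal ratio from 0.5 to 1.5, limit read from the data, passing the limit was not always enough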; note: strong numbers were not always called active
Target sequence (O14786 whole entry, looked up): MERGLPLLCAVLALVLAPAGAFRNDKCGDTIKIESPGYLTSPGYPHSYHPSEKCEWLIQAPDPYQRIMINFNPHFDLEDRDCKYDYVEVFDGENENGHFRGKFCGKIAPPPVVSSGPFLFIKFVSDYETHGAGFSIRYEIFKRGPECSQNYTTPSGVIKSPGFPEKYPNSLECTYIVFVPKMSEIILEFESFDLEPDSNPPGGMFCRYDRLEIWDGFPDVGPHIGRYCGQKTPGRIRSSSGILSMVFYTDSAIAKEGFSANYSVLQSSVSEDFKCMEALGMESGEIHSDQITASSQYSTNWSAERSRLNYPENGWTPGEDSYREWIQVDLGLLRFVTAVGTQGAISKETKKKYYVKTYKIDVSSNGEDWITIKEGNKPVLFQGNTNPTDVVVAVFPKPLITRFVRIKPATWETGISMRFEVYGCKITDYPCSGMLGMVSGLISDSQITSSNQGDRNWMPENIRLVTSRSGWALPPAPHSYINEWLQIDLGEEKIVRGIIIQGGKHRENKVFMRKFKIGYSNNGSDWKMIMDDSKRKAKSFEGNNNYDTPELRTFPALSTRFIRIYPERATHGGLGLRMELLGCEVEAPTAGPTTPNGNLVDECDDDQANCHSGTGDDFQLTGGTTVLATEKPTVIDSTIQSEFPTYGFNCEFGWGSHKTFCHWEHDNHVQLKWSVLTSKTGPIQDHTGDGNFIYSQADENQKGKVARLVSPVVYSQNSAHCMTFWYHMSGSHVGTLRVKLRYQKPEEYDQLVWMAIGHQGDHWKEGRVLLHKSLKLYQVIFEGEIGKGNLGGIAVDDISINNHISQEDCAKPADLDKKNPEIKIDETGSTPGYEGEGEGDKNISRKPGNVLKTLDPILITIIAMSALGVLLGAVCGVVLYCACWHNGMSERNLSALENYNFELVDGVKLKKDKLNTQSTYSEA
LMPTP inh: blocks human LMPTP phosphatase. recombinant LMPTP-A, OMFP fluorogenic substrate, fluorescence intensity. P24666. inhibition, % at 20 µM. AID 651560. hit rate 0.22% among 360,000;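 active = compounds that cut the enzyme signal by at least half of the control window in the single-dose screen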;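 note: plate controls were DMSO wells with enzyme plus substrate for no effect and substrate without enzyme for full effect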
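test system = LMPTP-A | amount = 0.625 nM LMPTP-A final | reagent = fluorogenic phosphatase substrate OMFP at 400 µM final | incubation = 50 min at room temperature | benchmarks = no-enzyme low control, uninhibited high control | medium = Bis-Tris pH 6.0, DTT, detergent | signal = fluorescence intensity of OMFP turnover product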
STEP inh: inhibitors of human striatal-enriched phosphatase STEP | recombinant STEP, OMFP fluorogenic substrate, fluorescence | hit rate 0.25% among 360,000 | inhibition, % at 20 µM;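 active = inhibition at 20 µM, scaled per plate between control wells, above about 37%, limit read from the data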;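 note: 0% = DMSO with enzyme and substrate and 100% = substrate only without enzyme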
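Assay system: isolated STEP enzyme / Timing: 20 min at room temperature, dark / Doses: 20 µM, 1% DMSO / Technique: fluorescence intensity, excitation 480 nm, emission 540 nm / Reagent: fluorogenic phosphatase substrate OMFP at 25 µM final / Measure: percent inhibition scaled to no-enzyme and uninhibited-enzyme controls, plate-pattern corrected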
MT1-MMP act inh: MT1-MMP (human) activation inhibition | HT1080 RFP-PRO-GFP cells, GFP/RFP ratio fluorescence, overnight; percent of plate control window, DMSO zero | GFP/RFP ratio change, % at 20 µM | hit rate 0.061% among 360,000;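 active = GFP/RFP ratio change of at least 30% with cell ATP level not reduced by more than half and red fluorescence within 50% of control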; note: strong numbers were not always called active
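Material: RFP-PRO-GFP reporter HT1080 cells. Dosing: single-point 20 µM compound, 1% DMSO. Controls: DMSO and RFP-L50D-GFP cell wells. Timing: cells overnight before dosing, compound overnight, 37 °C, 5% CO2. Measure: GFP/RFP fluorescence ratio.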
Rpn11 inh: inhibitors of human proteasome Rpn11; O00487; human 26S proteasome, Ub4-pepOG fluorescence polarization; 20S core pre-blocked with epoxomicin; calls only at 20 µM; hit rate 0.59% among 360,000; AID 588493;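 active = inhibition at 20 µM, scaled to each plate's controls, above about 33%, limit read from the data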
SKN-1 block: C. elegans SKN-1 inhibition. C. elegans VP596 Pgst-4::GFP/RFP ratio, acrylamide-induced, 24 h. inhibition, % at 21.8 µM. hit rate 0.49% among 360,000. AID 624304;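 active = interference check ratio from 0.5 to 1.5 plus GFP to RFP signal ratio inhibition reaching or exceeding a fixed threshold, cut at about 30% in these data, passing the limit was not always enough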; note: some compounds called inactive have numbers as strong as hits
NadD inh: NadD (S. aureus) enzyme inhibition; purified NadD enzyme, colorimetric absorbance read-out; inhibition, % at 20 µM; hit rate 0.78% among 360,000; AID 602399; in the data active = inhibition above about 26%; note: some compounds past the cut are filed as inactive
Scp-1 inhibitor: inhibitors of human Scp-1 phosphatase. Recombinant Scp1, phosphopeptide, malachite green phosphate absorbance. inhibition, % at 20 µM. hit rate 0.88% among 340,000;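 active = inhibition above about 50% at 20 µM, limit read from the data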;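 note: plate controls were DMSO wells with enzyme for no effect and wells lacking enzyme for full effect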
Target sequence (Q9GZU7 76-261 limits assumed): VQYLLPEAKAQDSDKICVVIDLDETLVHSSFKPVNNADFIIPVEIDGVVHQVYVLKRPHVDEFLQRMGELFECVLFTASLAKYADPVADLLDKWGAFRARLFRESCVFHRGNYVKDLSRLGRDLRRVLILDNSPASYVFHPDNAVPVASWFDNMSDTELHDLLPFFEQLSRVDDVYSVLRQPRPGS
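Assay system: SCP-1 catalytic fragment, aa 76-261 | Buffer or medium: Tris acetate buffer pH 5.5 with MgCl2 and Tween-20 | Compound: One concentration, 20 µM, with 1.0% DMSO | Also added: Phospho 17-mer peptide substrate | Signal: Absorbance at 630 nm | Incubation: 45 min enzyme reaction at room temperature | Measure: % inhibition of SCP-1 phosphate liberation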
DNMT1 inh: DNMT1 (human) enzyme inhibition | hit rate 0.83% among 360,000 | DNMT1 molecular beacon, Hinp1I cleavage, fluorescence | P26358 | inhibition (reported as % activation of signal), % at 10 µM; in the data active = inhibition above about 50%
Starred values were filed as active, the others as inactive; i = inactive; / = no result given.

Fields: Rpn11 inh | NadD inh | Scp-1 inhibitor | STEP inh | MT1-MMP act inh | DNMT1 inh | LMPTP inh | CendR NRP1 mod | SKN-1 block | SUMO1 PPI mod
> COc1cccc(CNC(=O)Cc2nc3nc(C)cc(C)n3n2)c1
  i | -7.7 | -11.6 | -1.7 | -5.7 | 3.7 | -0.2 | -11.4 | 3.5 | -1.9
> O=[N+]([O-])c1ccc(N2CCN(c3ccc(Cl)nn3)CC2)cc1NC1CC1
  i | 5.6 | -0.7 | -0.5 | 3.4 | 4.5 | 14.9 | 16.0 | -9.4 | -6.6
> COc1ccc(C(=O)Nc2ccccc2C(=O)N/N=C/c2ccco2)cc1
  i | 1.1 | 5.3 | 2.4 | -1.5 | -1.0 | 0.0 | -12.1 | 2.6 | -7.9
> C=CCn1c(-c2ccoc2C)n[nH]c1=S
  i | -11.2 | -3.4 | 1.6 | 2.8 | -0.3 | -1.4 | 3.1 | 9.5 | -1.5
> CCCCNC(=O)c1ccc2nc(-c3ccco3)c(-c3ccco3)nc2c1
  i | 6.7 | 53.0* | 3.2 | 1.5 | 81.1* | 47.6 | -0.1 | 1.8 | 40.0*
> Cc1nc(SCC(=O)NC2CCCCC2)[nH]c(=O)c1C
  i | -3.6 | -9.0 | 0.8 | 2.1 | -0.6 | -1.7 | 2.8 | -2.8 | 6.2
> c1cncc(CNC2CCCc3ccccc32)c1 (stereo not given)
  i | 2.5 | 8.0 | -5.8 | / | 6.4 | 0.5 | 9.4 | -14.5 | 2.7
> Cc1ccc(/C=N/Nc2nc(Cl)c(Cl)cc2Cl)s1
  i | -8.1 | -2.6 | -1.2 | 9.1 | 5.0 | -1.8 | -7.4 | -9.2 | -0.9
> COc1ccc(Cl)cc1-n1c(C)cc(C(=O)O)c1C
  i | 1.5 | -12.7 | -1.1 | 5.1 | -0.6 | -0.7 | 0.8 | -5.8 | 1.8
> c1ccc(-c2csc(Nc3ccc4c(c3)OCO4)n2)cc1
  i | -8.9 | / | -0.8 | -1.9 | -9.5 | 1.2 | 24.5* | 4.7 | -0.4
> C/C(=N\N1CCN(Cc2ccc(Cl)cc2)CC1)c1ccc(F)cc1
  i | 0.2 | -3.6 | 1.8 | 0.5 | -0.4 | -1.8 | -17.2 | -1.4 | -0.6
> CCn1c(SCC(=O)N2CCc3ccccc32)nnc1-c1c[nH]c2ccccc12
  i | 10.3 | 3.6 | -3.2 | -4.7 | 4.4 | 1.8 | 11.0 | -7.7 | -3.8
> CCN(CC)C(=O)c1[nH]cnc1C(=O)Nc1ccc(Cl)cc1
  i | -3.7 | -8.5 | -0.9 | 0.7 | 0.8 | -1.5 | 9.8 | 1.4 | -3.6
> CC(=O)N1CCC(=NNS(=O)(=O)c2ccc(C)c([N+](=O)[O-])c2)CC1
  i | 1.7 | -4.6 | -0.8 | 0.2 | -6.1 | -0.2 | 4.4 | 18.5 | -8.5
> O=C(NCc1ccco1)C1CC(=O)N(c2ccc(Cl)cc2)C1 (stereo not given)
  i | -4.1 | -3.1 | 1.0 | -0.8 | 3.2 | 1.1 | 1.4 | 2.7 | 2.9
> COc1cc(C2=CN(Cc3ccccc3)CCC2=O)cc(OC)c1OC
  i | 0.1 | 5.2 | -1.4 | 1.0 | 3.8 | -0.3 | 1.5 | 16.8 | 3.3
> CCOC(=O)C1(Cc2ccccc2Cl)CCN(Cc2csc(C(C)=O)c2)CC1
  i | -0.9 | -1.9 | 0.0 | -1.5 | -5.9 | 0.7 | 0.9 | -9.2 | 1.7
> CCCCN1C(=O)C(CC(=O)NCC2CCCCC2)CC(C(=O)N2CCCCCC2)=C1C (stereo not given)
  / | 16.1 | / | / | 9.0 | / | -1.6 | -0.9 | 15.1 | 2.9
> CS(=O)(=O)N(CC(=O)N1CCOCC1)c1ccccc1Br
  i | 4.5 | -12.3 | 1.2 | 1.0 | 2.9 | -0.6 | -10.4 | 13.6 | 2.6
> NC(=O)c1cccc(CS(=O)(=O)c2ccc(Cl)cc2)c1
  i | -6.0 | -16.3 | -0.2 | 1.8 | -0.4 | -1.5 | -0.1 | 19.5 | 0.7
> CCOc1c(Cl)cc(CNCc2ccncc2)cc1OC
  i | -5.3 | -6.5 | 8.1 | -1.5 | -2.7 | -1.9 | -1.5 | -7.6 | 5.7
> Cc1cc(OCC(=O)Nc2cnn(CCCC(=O)O)c2)ccc1Cl
  i | 1.2 | -9.6 | -3.6 | -1.9 | 0.1 | -0.1 | -1.5 | 5.3 | -3.7
> O=[N+]([O-])c1ccccc1/C=N/n1c(C2CCCCC2)n[nH]c1=S
  i | 6.1 | -7.3 | 2.4 | 0.5 | -1.2 | 1.7 | -8.6 | 7.3 | -18.0
> NC(=O)C1CCN(C(=O)c2ccccc2SCC(=O)NCC2CCCCC2)CC1
  i | 5.8 | -10.2 | -2.8 | -0.1 | -3.2 | -10.8 | 16.9 | -6.3 | -45.8
> Cc1cc(=O)[nH]c2ccccc12
  i | -4.3 | -9.7 | 1.1 | 2.7 | 0.9 | -0.6 | 13.0 | 6.9 | -2.0
> CNC(=O)C1(C)CCN1C(=O)c1ccccc1CCc1ccccc1 (stereo not given)
  i | -0.1 | / | 1.0 | 0.1 | 3.1 | -1.0 | 10.2 | 4.0 | 1.2
> Cc1ccc2cc(C)c3nnc(SCC(=O)Nc4nc5c(s4)CCCC5)n3c2c1C
  i | 14.6 | -3.5 | 2.8 | -2.1 | -1.6 | 1.7 | -12.5 | -28.2 | -6.0
> CC(=O)N(c1ccccc1)C(C(=O)c1ccccc1)c1ccccc1 (stereo not given)
  i | -10.3 | -12.4 | -2.6 | -8.4 | 1.4 | -0.4 | -0.5 | 0.4 | 1.2
> CC(C)N(C(=S)NCc1ccccc1)C(C)C
  i | -2.8 | -1.8 | 2.3 | -1.9 | -0.9 | -0.6 | 9.0 | -5.8 | -1.2
> CCN(C(=O)COC(=O)c1ccc(C=O)cc1)c1c(N)n(Cc2ccccc2)c(=O)[nH]c1=O
  i | 0.0 | -7.3 | 0.6 | 2.1 | 4.0 | -0.2 | 8.3 | -0.5 | -10.6

Reformatted with each value named: part of the list above.
COc1ccc(Cl)cc1-n1c(C)cc(C(=O)O)c1C
  Rpn11 inh: i
  NadD inh: 1.5
  Scp-1 inhibitor: -12.7
  STEP inh: -1.1
  MT1-MMP act inh: 5.1
  DNMT1 inh: -0.6
  LMPTP inh: -0.7
  CendR NRP1 mod: 0.8
  SKN-1 block: -5.8
  SUMO1 PPI mod: 1.8
COc1ccc(C(=O)Nc2ccccc2C(=O)N/N=C/c2ccco2)cc1
  Rpn11 inh: i
  NadD inh: 1.1
  Scp-1 inhibitor: 5.3
  STEP inh: 2.4
  MT1-MMP act inh: -1.5
  DNMT1 inh: -1.0
  LMPTP inh: 0.0
  CendR NRP1 mod: -12.1
  SKN-1 block: 2.6
  SUMO1 PPI mod: -7.9

Further compounds:
Fields: Rpn11 inh | NadD inh | Scp-1 inhibitor | STEP inh | MT1-MMP act inh | DNMT1 inh | LMPTP inh | CendR NRP1 mod | SKN-1 block | SUMO1 PPI mod
> CC(C)(C)c1ccccc1NC(=O)c1ccc(-n2cncn2)c([N+](=O)[O-])c1
  i | 1.8 | -3.5 | -0.8 | -7.1 | -0.1 | -0.2 | -4.1 | 18.2 | -26.0
> O=C(Nc1ccc(Cl)cc1)Nc1ccc(N2CCCC2)c(S(=O)(=O)Nc2ccccc2Cl)c1
  i | 33.0* | -2.7 | -1.4 | -16.4 | -7.6 | 3.3 | -7.9 | 8.4 | 3.0
> NC1=CC(=O)C(=O)c2cccnc21
  i | 11.4 | / | 4.8 | 2.1 | 100.4* | 10.5 | 21.4 | 18.3 | -1.2
> O=C1/C(=C/c2cccc(Br)c2)SC(=S)N1CCC(=O)N(CCO)c1ccccc1
  i | 1.7 | -3.7 | -0.7 | 2.6 | -2.0 | 3.1 | 1.8 | 7.8 | -8.9
> Cc1cc(-c2nnc(SCC(=O)Nc3ccccc3)n2C)no1
  i | 0.6 | -1.2 | -0.8 | 3.9 | 2.9 | -1.0 | 23.1 | 7.2 | -1.8
> O=C(CNc1cccc(S(=O)(=O)N2CCCC2)c1)Nc1cccc(Br)c1
  i | 0.4 | -9.0 | -1.4 | -4.8 | -2.2 | 1.2 | 16.1 | 1.6 | 7.8
> COc1cccc2sc3cc(C#CC4(O)CCCCC4)ccc3c(=O)c12
  i | 3.1 | 27.1 | 0.2 | 5.1 | -12.6 | 4.1 | -5.0 | 6.9 | -28.3
> COc1cc(O)cc2cc3c(c(O)c12)C(=O)CC(C)(O)O3 (stereo not given)
  i | 2.1 | 25.8 | 2.6 | -20.7 | 36.9 | 3.6 | 38.5* | -12.9 | -4.1
> COc1ccc(N2CCN(C(=O)c3ccc(S(=O)(=O)N4CCCC4)cc3)CC2)cc1
  i | -1.0 | 1.4 | 4.1 | -1.7 | -1.4 | -0.2 | -3.5 | -5.0 | 14.6
> Cc1nnc(SCC(=O)Nn2cnnc2)s1
  i | -1.7 | -3.1 | 3.5 | -3.5 | 0.1 | 1.1 | 24.2 | -11.8 | 1.1
> O=C(Nc1ccc(-c2cn3ccsc3n2)cc1)C1CC1
  i | 6.1 | 0.2 | 0.4 | 3.2 | 6.8 | 0.1 | -2.1 | 26.8 | 7.5
> Nc1ccc(C(=O)c2cccs2)cn1
  i | -1.6 | -1.3 | 5.2 | 1.7 | 3.0 | 0.1 | 2.0 | 3.9 | -0.7
> O=C(Cc1ccc(Cl)cc1)SCc1ccccc1
  i | 2.4 | -8.5 | 1.9 | 2.4 | -0.5 | 3.2 | 15.1 | 5.8 | -0.8
> Cc1ccc(N2CC(O)=C(c3ccccc3)C2=N)cc1
  i | -5.2 | -10.4 | -0.9 | -0.2 | 5.3 | -0.9 | 10.3 | -12.6 | 3.2
> Cc1ccsc1C(C(=O)NC(C)(C)C)N(Cc1ccco1)C(=O)c1csnn1 (stereo not given)
  i | -1.1 | -3.4 | -1.3 | -0.3 | 1.1 | 0.7 | -7.5 | -13.1 | 3.2
> CC(C)Cc1nc(SCC(=O)Nc2nnc(CC(C)C)s2)n[nH]1
  i | -3.5 | -2.5 | -4.7 | 3.8 | 0.0 | -1.2 | -3.0 | -2.8 | 3.8
> CCC(=O)Nc1nnc(CSCc2ccc(F)cc2)s1
  i | -0.9 | -4.5 | 0.9 | 1.9 | -1.0 | -1.1 | -10.5 | -6.7 | 0.2
> Cn1c(SCC(=O)N2CCCCCC2)nc2c([nH]c3ccccc32)c1=O
  i | -2.5 | 3.4 | -1.7 | -1.7 | 3.0 | 0.6 | 3.5 | -3.9 | -1.3
> O=C(NNS(=O)(=O)c1ccccc1)c1cnn(-c2ccccc2)c1-n1cccc1
  i | 2.4 | -4.3 | -3.5 | 6.1 | 2.3 | -0.4 | 6.8 | 3.5 | 5.5
